Screening data (PubChem)
PTHR1 agonist = activates the human parathyroid hormone receptor PTHR1; Q03431; HEK293 GP2 PTHR1 cells, GloSensor cAMP luminescence, 1 h; Potency, µM (titrated, usually from 115 µM), for inactives: at the top dose activation, hits mostly activators; 0.075% of 410,000 active; AID 743266; also: potency is read from the fitted curve at half-maximal effect; nearly all actives have a fitted effect of over 55% in size; some results filed as inactive show a strong effect at the top dose; inactives centre near -15; many of its hits are not listed in these tables
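HEK-293-derived GP2 cells expressing PTHR1 and a GloSensor cAMP reporter, 3,000/well, plated overnight, given luciferin plus IBMX (each 0.5 mM as added) for 1 h at 37 °C, then compound for 1 h at 37 °C. Luminescence was read after 15 min at room temperature.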
D3 ag = activates the human D3 dopamine receptor | max activation, % | 0.58% of 410,000 active | AID 652048 | D3R DiscoveRx beta-arrestin cells, luminescence, 90 min; in the data active = max activation above about 30%; also: 0% is about no effect; mostly tested at two doses, the higher about 12 µM
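Agonist mode: compounds and dopamine controls were applied to plated cells for 90 min at 37 degrees C after an overnight attachment at 1500 cells/well. Luminescent read-out followed 30 - 60 minutes at room temperature with DiscoveRx detection reagent.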
MmCpn inh = M. maripaludis TRiC chaperonin inhibition; purified Mm-Cpn ATPase, ADP Transcreener TR-FRET; 0.031% of 330,000 active; Potency, µM (doses to about 76.9 µM), for inactives: top-dose activity, negative = inhibition, actives largely listed as inhibitors; also: potency is read from the fitted curve at half-maximal effect; % is scaled to controls: 0 for no effect and ±100 for the full control effect; nearly all actives have a fitted effect of over 80% in size
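Measured: ADP formation by purified Mm-CPN. Conditions: 25 nM protein, 10 uM ATP, Tris pH 7.4 with Mg2+, K+ and DTT, 37°C for 30 min. Detection: Transcreener HTRF after 30 min at room temperature.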
EPAC2 antag = blocks human EPAC2 exchange factor | Potency, µM (doses to about 114 µM), without a hit: at the highest dose activity, negative = inhibition, hits mostly inhibitors | Q8WZA2 | EPAC2 GEF exchange of Rap1B-BODIPY-GDP, fluorescence | 0.18% of 360,000 active; also: potency is read from the fitted curve at half-maximal effect; % is scaled to controls: 0 for no effect and ±100 for the full control effect; nearly all actives have a fitted effect of over 45% in size; many of its hits are not listed in these tables
Target sequence (Q8WZA2 whole entry, looked up): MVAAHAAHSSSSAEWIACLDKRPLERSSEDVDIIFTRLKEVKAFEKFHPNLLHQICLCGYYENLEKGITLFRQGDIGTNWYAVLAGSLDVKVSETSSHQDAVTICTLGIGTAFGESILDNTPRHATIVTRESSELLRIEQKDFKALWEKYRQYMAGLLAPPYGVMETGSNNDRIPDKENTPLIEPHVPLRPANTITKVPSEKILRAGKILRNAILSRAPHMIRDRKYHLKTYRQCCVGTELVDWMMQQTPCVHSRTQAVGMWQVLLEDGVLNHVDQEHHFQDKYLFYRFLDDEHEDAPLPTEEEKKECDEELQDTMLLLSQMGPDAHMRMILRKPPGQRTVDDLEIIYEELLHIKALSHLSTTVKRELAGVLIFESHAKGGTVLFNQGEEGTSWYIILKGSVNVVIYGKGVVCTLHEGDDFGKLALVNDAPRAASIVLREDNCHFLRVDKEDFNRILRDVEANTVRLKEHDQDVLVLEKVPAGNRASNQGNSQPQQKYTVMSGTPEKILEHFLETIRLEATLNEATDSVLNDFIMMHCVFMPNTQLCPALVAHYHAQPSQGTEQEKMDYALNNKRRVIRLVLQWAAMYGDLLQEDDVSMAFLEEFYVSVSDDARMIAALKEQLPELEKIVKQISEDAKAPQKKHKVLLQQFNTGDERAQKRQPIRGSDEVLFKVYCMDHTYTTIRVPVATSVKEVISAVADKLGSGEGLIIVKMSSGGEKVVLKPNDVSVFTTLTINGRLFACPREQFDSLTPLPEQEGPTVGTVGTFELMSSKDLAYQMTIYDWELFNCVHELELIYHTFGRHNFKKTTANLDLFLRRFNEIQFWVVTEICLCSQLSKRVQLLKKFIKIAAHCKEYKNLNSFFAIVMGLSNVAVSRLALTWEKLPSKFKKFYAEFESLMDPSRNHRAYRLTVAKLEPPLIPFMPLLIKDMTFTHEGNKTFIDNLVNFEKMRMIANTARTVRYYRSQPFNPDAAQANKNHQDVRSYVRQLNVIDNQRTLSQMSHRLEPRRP
EPAC2 agonist = agonists of human EPAC2 (RAPGEF4); Q8WZA2; Potency, µM (top dose mostly 154 µM), for the others: at the highest dose activation, actives largely listed as activators; EPAC2 activation, biochemical qHTS; response scale: 100% = 6.5 mM cAMP response; 0.079% of 360,000 active; also: potency is read from the fitted curve at half-maximal effect; nearly all actives have a fitted effect of over 50% in size
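In this primary screen, activation is scored as increased exchange of BODIPY-GDP from Rap1B by 100 nM EPAC2, with 50 uM GDP as competitor. Signal is normalized to the 6.5 mM cAMP agonist control.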
DRD3 antagonist = D3 dopamine receptor (human) antagonism; D3R cells, DiscoveRx beta-arrestin luminescence, antagonist mode; hits give low values; max response, negative = inhibition, %; 2.5% of 360,000 active; AID 652054; in the data active = max response below about -50%; inconclusive = no clear call, values can overlap the other calls; also: % is scaled to controls: 0 for no effect and ±100 for the full control effect; mostly tested at two doses, the higher about 12 µM
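Cells plated overnight at 1500 cells/well, then exposed to library compounds with dopamine controls for 90 minutes at 37 degrees C. DiscoveRx reagent added for 30–60 minutes at room temperature; luminescence read, quantitative HTS format.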
CCT modulator = modulators of cytosolic chaperonin (CCT/TRiC) activity; purified chaperonin ATPase assay, HTRF ADP detection, 30 min; activity change, % (no concentration beside the values), hits read low; 0.3% of 360,000 active; AID 651819; in the data active = activity change below about -30%; also: % is scaled to controls: 0 for no effect and ±100 for the full control effect
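We incubate TRiC, 40 or 20 nM final, with library compounds at 76 uM and 10 uM ATP for 30 min at 37 °C. ADP formed is detected with Transcreener HTRF reagents after 30 min at room temperature.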
Akt phos inh = Akt phosphorylation inhibition | Neuro2A IGF-stimulated pAkt S473 HTRF, 20 min; hits give low values | activity change, % for hits at 50 µM | 0.32% of 360,000 active; in the data active = activity change below about -80%; inconclusive = mostly about -51% to -80%; also: % is scaled to controls: 0 for no effect and ±100 for the full control effect
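Neuro2A cells in DMEM with 0.5% FBS, overnight at 37 deg C, given compound at single 50 µM final, then IGF (6 nM final) for 20 min at 37 deg C. Lysed; phospho-Akt Ser473 by HTRF after 24 h, 665/615 ratio.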
* hit, by the source's call; i = inactive; ? = inconclusive; . = no result given; & = joins results of further samples; [ ] = remark or other dose. Unless noted, calls follow the shape of the dose curve; as a rule, active = well fitted curve in the direction sought with a large enough effect; inconclusive = small, poorly fitted or top-dose-only effect, or another doubt; inactive = no such curve, though single readings can be large; an effect the other way counts as inactive or inconclusive. Some of the compounds tested; the hit share may differ from the screen's.

SMILES,D3 ag,DRD3 antagonist,PTHR1 agonist,EPAC2 antag,Akt phos inh,MmCpn inh,CCT modulator,EPAC2 agonist
COc1ccc2[nH]c(=O)c(CN(Cc3nnnn3Cc3ccco3)C3CCCCC3)cc2c1,2,-13,i,-6%,i,-6%,-0.9,14%
CC(=O)c1cccc(NC(=O)c2cccc(S(=O)(=O)N3CCOCC3)c2)c1,-3,-1,-13%,1%,i,-4%,0.2,7%
CCCN(CC(=O)Nc1ccccc1C)C(=O)c1ccc(C)c(S(=O)(=O)N2CCCCC2)c1,-1,-2,-54%[inhibitor],5%,i,2%,4.8,4%
CCc1nc(SCc2ccc([N+](=O)[O-])cc2)n[nH]1,3,-13,i,2%,i,0%,0.0,-7%
CN(Cc1ccc(F)cc1)C(=O)c1cccc(OCc2ccccc2)c1,-10,-1,-23%,50µM*,i,2%,-4.9,17%
Cc1ccc(-n2ncc3c(=O)[nH]c(SCC(=O)N4CC(=O)Nc5ccccc54)nc32)cc1,-4,18,-11%,-3%,i,1%,-1.4,-2%
COc1cc(-c2nnc(COc3ccc(Cl)cc3C)o2)cc(OC)c1OC,0,41,i,11%,i,0%,0.8,5%
COc1ccc(N(CC(=O)N2CCC(C(N)=O)CC2)S(=O)(=O)c2ccccc2)cc1,0,6,i,-1%,i,4%,-3.3,5%
Cc1cc(C)c[n+](-c2nc3ccccc3nc2[N-]S(=O)(=O)c2cccs2)c1,-3,9,-21%,4%,i,-1%,-2.4,8%
COc1ccccc1OCc1cc(C(=O)NCCN2CCCC(O)C2)no1 (stereo not drawn),-7,12,-20%,6%,i,1%,1.3,-9%
O=C(NNC(=O)c1ccccc1F)c1ccc(NS(=O)(=O)c2ccc(F)cc2)cc1,-1,-2,i,5%,i,1%,1.9,-7%
O=C1NC[C@H](CCCCN2CCN(CCc3ccccc3)C(=O)C2=O)N(Cc2ccccc2)C1=O,14,-1,-14%,8%,i,.,-3.0,3%
CN(C(=O)C1CCOC1)c1nnc(-c2cccnc2)s1 (stereo not drawn),-2,15,i,-16%,i,3%,-2.1,11%
CCOC(=O)N1CCN(Cc2nc(N)nc(Nc3ccc(OCC)cc3)n2)CC1,18,13,-6%[57.5 µM],2%,i,-1%,-2.9,15%
ON=C1CCC2CCCCC2C1 (stereo not drawn),1,0,i,3%,i,.,-1.5,0%
Cc1ccc(C(C)C)c(OCC(=O)NN=C2CCCC2)c1,0,0,-15%,-17%,i,2%,0.2,1%
COc1cccc(C(=O)NC2CCN(C(=O)N3CCCCC3)CC2)c1,-2,?,-43%[inhibitor],-1%,i,2%,-1.6,-18%
CCN(Cc1ccncc1)S(=O)(=O)c1ccc(C(C)=O)cc1,2,14,-4%[57.5 µM],-2%,i,0%,1.8,8%
O=C(COC(=O)c1ccc(F)cc1F)Nc1cccc(S(=O)(=O)N2CCOCC2)c1,-4,-3,-20%,-5%,i,-1%,-0.9,9%
COCC(=O)N(Cc1nc2ccccc2c(=O)[nH]1)Cc1cccs1,6,-5,i,6%,i,-1%,-1.0,8%
Fc1ccc(Nc2nc(-c3cccnc3)cs2)cc1,2,0,-21%,-9%,i,0%,-2.7,-5%
COc1ccc(CNC(=O)/C(C#N)=C/c2cccc(OC)c2OC)cc1,4,-12,-33%,-8%,i,3%,-0.6,2%
O=C1c2ccccc2N2C(=O)c3ccccc3C2N1Cc1ccco1 (stereo not drawn),-2,-4,i,-7%,i,2%[15.4 µM],0.6,-2%
O=C(OCCN1CCOCC1)c1cccnc1,-1&7,16&-15,-9%[57.5 µM],-1%&7%,i,-1%&2%,-0.3&-1.5,13%&5%
CCn1c(C)cc(/C=C2\NC(=O)N(Cc3ccccc3)C2=O)c1C,-1,4,i,10%,i,-1%,3.3,1%
Cc1ccc(Cc2nc3ccccc3n2C(CCc2ccccc2)c2nc3ccccc3[nH]2)cc1 (stereo not drawn),-3,0,-5%,-4%,i,.,.,3%
CCCCOc1ccc(C(=O)O)cc1,7,?,-10%[57.5 µM],12%,i,-2%,0.3,1%
O=C(c1ccc(F)cc1)N1CCCN(c2nc(-c3ccccc3)ns2)CC1,4,0,-37%[inhibitor],-1%,i,0%,1.9,8%
O=C1Cc2cc(NS(=O)(=O)c3ccc(Cl)cc3)cc3c2N1CCC3,-5,26,-48%[inhibitor],17%,i,1%,0.7,11%
Cc1ccnc(SCC(=O)N2CCN(c3cccc(Cl)c3)CC2)n1,0,-27,-24%,-4%,i,1%,-0.2,4%

Not a retest: 2 of the compounds above.
SMILES,D3 ag,DRD3 antagonist,PTHR1 agonist,EPAC2 antag,Akt phos inh,MmCpn inh,CCT modulator,EPAC2 agonist
COc1ccc2[nH]c(=O)c(CN(Cc3nnnn3Cc3ccco3)C3CCCCC3)cc2c1,2,-13,i,-6%,i,-6%,-0.9,14%
CC(=O)c1cccc(NC(=O)c2cccc(S(=O)(=O)N3CCOCC3)c2)c1,-3,-1,-13%,1%,i,-4%,0.2,7%

New compounds follow:
SMILES,D3 ag,DRD3 antagonist,PTHR1 agonist,EPAC2 antag,Akt phos inh,MmCpn inh,CCT modulator,EPAC2 agonist
COc1ccc(N(C(=O)Cc2cccs2)C(C(=O)NC2CCCCC2)c2cccn2C)cc1OC (stereo not drawn),-3,-22,i,-5%,i,-1%,-2.3,14%
CC(Sc1nnc(N)s1)C(=O)NC1CCCCC1C (stereo not drawn),0,15,-5%,-13%,i,1%,3.6,2%
COc1ccc(C(=O)COC(=O)CN2C(=O)NC(C)(C)C2=O)cc1OC,2,0,i,19%,.,-1%,0.8,-4%
O=c1cnn(-c2ccccc2)c(-c2ccccc2)c1,15,32,-7%[57.5 µM],1%,.,-2%,-2.6,7%
CCCCN(CCO)c1ncnc2sc(-c3ccccc3)cc12,-1,3,-19%,?,i,-9%,-3.0,12%
Cc1c(NC(=O)C(C)OC(=O)c2ccccc2O)c(=O)n(-c2ccccc2)n1C (stereo not drawn),-1,27,i,7%,i,-1%,-2.9,-2%
CCCc1cc(=O)[nH]c(SCCCCN2C(=O)c3ccccc3C2=O)n1,13,26,-10%,4%,i,1%,-1.2,8%
Cn1nc2c(c1C(=O)O)CCCC2,-7,-25,-11%,0%,i,-1%,-1.4,0%
CCCCn1nnnc1SCC(=O)N1CCOCC1,-5,-8,i,10%,i,2%,-0.2,1%
COc1ccc(S(=O)(=O)NCCC(=O)N2CCCC2)cc1N(C)S(C)(=O)=O,-8,-10,-5%,0%,i,-1%,2.7,1%
CCOC(=O)[C@]12Cc3c(cc(OC)c(OC)c3OC)[C@H]1N(C1CCCCC1)C(=O)c1cc(OC)ccc12,-4,6,-68%[inhibitor],-12%,i,.,1.1,12%
O=C(Nc1nc2ccsc2c(=O)s1)c1ccc(F)cc1Cl,-7,6,-66%,10%,i,0%,1.2,15%
OC(c1ccc2ccccc2c1)c1ncc(-c2ccc(C(F)(F)F)cc2)[nH]1 (stereo not drawn),8,10,-33%[inhibitor],-16%,.,.,2.1,0%
O=C(COC(=O)CCC(=O)c1ccc(Cl)cc1)NCC1CCCO1 (stereo not drawn),-4,15,-17%[57.5 µM],7%,i,0%,-0.4,0%
O=C(Nc1ccc(OC(F)F)c(Cl)c1)C(c1ccccc1)c1ccccc1,-4,-21,-90%[inhibitor],-12%,i,-1%,-0.4,15%
Clc1cccc(-c2nnc(SCc3nc4ccccc4[nH]3)n2Cc2ccco2)c1,-7,2,-4%[57.5 µM],-9%,i,-1%,-1.3,20%
Cc1ccc(NC(=O)CN2C(=O)NC3(CCCc4ccccc43)C2=O)c([N+](=O)[O-])c1 (stereo not drawn),3,-22,-21%,-3%,i,0%,1.0,8%
COc1ccccc1C1CC(c2ccccc2)=NN1C(=O)c1ccccc1 (stereo not drawn),-9,-1,i,0%,i,2%,0.2,21%
Cc1cc(-n2c(C)cc(C(=O)COc3ccc([N+](=O)[O-])cc3)c2C)no1,3,-10,-2%,9%,i,1%,-1.3,1%
C=CCCC(=O)N1C[C@H]2CON(C)[C@H]2C[C@H]1c1cccc(Br)c1,-11,14,i,1%,i,.,0.6,7%
O=C(CNC(c1ccccc1)c1ccccc1)Nc1ccccc1F,-7,-26,24%,-27%,i,1%,-0.3,10%
CN1C(=O)CC(C(=O)O)SC1=Nc1cc(Cl)cc(Cl)c1 (stereo not drawn),-1,-8,-1%,-1%,i,2%,-7.8,0%
COC(=O)CC1C(=O)NCCN1C(=O)c1ccc(Cl)cc1 (stereo not drawn),2,2,i,4%,i,1%,-2.1,8%
COc1cccc(NC(=O)C2CC(=O)N(C)C(=Nc3cccc(F)c3)S2)c1 (stereo not drawn),4,-19,i,-14%,i,-2%,-0.3,28%
Cc1cc(C)nc(CCNC(=O)c2cc(COc3c(F)cccc3F)on2)n1,1,-10,-7%,11%,i,2%,-0.1,3%
Cc1c(OC(C)C(=O)NCC2CCC(C(=O)O)CC2)ccc2c(-c3ccccc3)cc(=O)oc12 (stereo not drawn),-2,?,-49%[inhibitor],6%,i,-1%,-2.6,7%
COc1ccc(NC(=O)C2CC(=O)N(c3ccc(C)cc3)C2)cc1S(=O)(=O)N1CCCCC1 (stereo not drawn),2,13,1%,-4%,i,.,0.1,6%
N#CC(C(=O)OCc1ccccc1)c1nc2ccccc2nc1N1CCOCC1 (stereo not drawn),-4,-25,i,-4%,i,-2%,-0.8,22%
Cc1ccc(-n2ncc3c2CC(C)(C)CC3NC(=O)c2ccccn2)cc1 (stereo not drawn),3,8,-24%,-20%,i,0%,-1.8,12%
CCc1nnc(NC(=O)CSc2nnc(CNC(=O)c3ccc(OC)c(OC)c3)o2)s1,3,1,i,-3%,i,0%,-0.7,5%
COc1ccc2oc(=O)cc(CN3CCOCC3)c2c1,-1,24,-3%,4%,i,0%,0.2,-3%
CC(C)(O)C#Cc1ccccc1C(=O)NC(CC(N)=O)C(=O)O (stereo not drawn),-1,12,i,7%,i,.,-1.6,11%
Cc1cc(N2CCN(C)CC2)nc2ccc(NC(=S)NCCN3CCc4ccccc4C3)cc12,-20,-76*,-9%,5%,i,-3%,0.4,4%
